Assay outcomes from PubChem.
TbMetRS inhib: blocks T. brucei methionyl-tRNA synthetase activity; AID 624268; purified T. brucei MetRS, ATP depletion, Kinase-Glo luminescence; 360,000 compounds, 0.4% hits; inhibition, % at 11.9 µM;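 active = inhibition above a per-plate cutoff of the control wells' mean inhibition plus 3 SD, cut at about 5.5% in these data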;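 note: 0% = DMSO wells median and 100% = median of wells with control inhibitor compound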
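Material: parasite MetRS enzyme / Replication: singlicate, one well per compound / Signal: luminescence of leftover ATP / Schedule: 2 h aminoacylation at 25 °C after 15 min preincubation / Medium: HEPES-MgCl2-KCl buffer plus DTT, spermine, BSA, pyrophosphatase / Doses: 11.9 µM single point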
bovine MsrA act: bovine methionine sulfoxide reductase A activation | AID 602163 | purified bovine MsrA, absorbance read-out | activation, % at 10.6 µM | 360,000 compounds, 0.3% hits; in the data active = activation above about 7.5%;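 note: 0% = vehicle and 100% = reference activator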
STEP inh: inhibitors of human striatal-enriched phosphatase STEP. recombinant STEP, OMFP fluorogenic substrate, fluorescence. inhibition, % at 20 µM. 360,000 compounds, 0.25% hits;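 active = inhibition at 20 µM, scaled per plate between control wells, above about 37%, limit read from the data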;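 note: 0% = DMSO with enzyme and substrate and 100% = substrate only without enzyme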
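Measure: Control-normalized % inhibition with plate pattern correction | Test system: STEP phosphatase, cell-free reaction | Medium: pH 6.0 Bis-Tris with DTT and Tween 20 | Technique: Fluorescence, 480/540 nm | Times: Reaction 20 min, ambient temperature | Doses: Single compound dose of 20 µM, 1% DMSO final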
Scp1 inh: blocks human Scp-1 phosphatase activity. Q9GZU7. Recombinant Scp1, phosphopeptide, malachite green phosphate absorbance. inhibition, % at 20 µM. 340,000 compounds, 0.88% hits. AID 493091;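 active = inhibition above about 50% at 20 µM, limit read from the data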;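 note: plate controls were DMSO wells with enzyme for no effect and wells lacking enzyme for full effect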
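Incubation: 45 min enzyme reaction at room temperature / System: truncated SCP-1 phosphatase (76-261aa) / Reagent: Phospho 17-mer peptide substrate / Buffer or medium: Acidic Tris acetate buffer with magnesium and detergent / Signal: absorbance at 630 nm / Doses: one concentration, 20 µM, with 1.0% DMSO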
LMPTP inh: LMPTP (human) inhibition | recombinant LMPTP-A, OMFP fluorogenic substrate, fluorescence intensity | inhibition, % at 20 µM | 360,000 compounds, 0.22% hits | P24666 | AID 651560;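 active = compounds that cut the enzyme signal by at least half of the control window in the single-dose screen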;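 note: plate controls were DMSO wells with enzyme plus substrate for no effect and substrate without enzyme for full effect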
Target sequence (P24666 whole entry, looked up): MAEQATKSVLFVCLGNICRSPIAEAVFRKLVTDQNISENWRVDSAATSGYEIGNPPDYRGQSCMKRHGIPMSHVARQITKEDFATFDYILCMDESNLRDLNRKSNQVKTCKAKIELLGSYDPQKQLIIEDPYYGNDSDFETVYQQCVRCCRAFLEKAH
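Test system – LMPTP-A phosphatase enzyme · Quantity – 0.625 nM LMPTP-A final · Reagent – OMFP substrate, 400 µM final · Dosing – one test concentration per compound, 20 µM, with 3% DMSO overall · Timing – 50 min enzyme reaction at room temperature, protected from light · Detection – fluorescence intensity · Controls – substrate-only low control, DMSO enzyme-plus-substrate high control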
eLon inh: E. coli protease La inhibition; P0A9M0; purified E. coli Lon protease, fluorescence polarization; inhibition, % at 7.94 µM; 360,000 compounds, 0.42% hits; AID 602123; in the data active = inhibition above about 13%, passing the limit was not always enough;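 note: 0% = enzyme with probe and DMSO and 100% = no enzyme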
Target sequence (P0A9M0 whole entry, looked up): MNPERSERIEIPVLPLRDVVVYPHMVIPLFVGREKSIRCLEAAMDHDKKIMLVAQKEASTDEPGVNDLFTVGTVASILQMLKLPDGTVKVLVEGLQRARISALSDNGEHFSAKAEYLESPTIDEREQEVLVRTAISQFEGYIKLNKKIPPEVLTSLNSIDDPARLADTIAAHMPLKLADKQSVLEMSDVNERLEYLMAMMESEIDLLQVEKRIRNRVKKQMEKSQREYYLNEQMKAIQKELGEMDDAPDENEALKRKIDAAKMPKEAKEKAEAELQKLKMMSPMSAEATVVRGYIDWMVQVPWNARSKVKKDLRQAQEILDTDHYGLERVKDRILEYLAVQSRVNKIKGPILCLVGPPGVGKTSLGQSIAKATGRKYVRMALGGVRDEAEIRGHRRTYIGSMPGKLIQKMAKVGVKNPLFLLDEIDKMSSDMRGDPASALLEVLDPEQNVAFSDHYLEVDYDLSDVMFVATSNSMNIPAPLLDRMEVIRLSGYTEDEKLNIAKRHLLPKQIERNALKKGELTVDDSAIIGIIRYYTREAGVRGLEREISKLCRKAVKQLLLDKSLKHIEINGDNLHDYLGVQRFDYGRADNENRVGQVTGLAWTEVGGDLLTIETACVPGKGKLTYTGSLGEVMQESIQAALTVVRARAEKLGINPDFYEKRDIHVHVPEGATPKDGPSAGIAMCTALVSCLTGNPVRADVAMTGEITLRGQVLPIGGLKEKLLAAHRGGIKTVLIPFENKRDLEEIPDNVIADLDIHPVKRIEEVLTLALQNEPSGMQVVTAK
MsrA inh: inhibits bovine methionine sulfoxide reductase A; 360,000 compounds, 0.75% hits; purified bovine MsrA, absorbance read-out; inhibition, % at 15.5 µM; AID 651718; in the data active = inhibition above about 4.5%;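 note: 0% = vehicle wells with enzyme and 100% = reference inhibitor wells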
DNMT1 inh: DNMT1 (human) enzyme inhibition | P26358 | DNMT1 molecular beacon, Hinp1I cleavage, fluorescence | inhibition (reported as % activation of signal), % at 10 µM | 360,000 compounds, 0.83% hits | AID 588458; in the data active = inhibition above about 50%
NRP1-CendR mod: modulators of CendR peptide binding to human neuropilin-1. FAM-RPARPAR peptide binding to NRP-1, fluorescence polarization. inhibition, % at 25 µM. 360,000 compounds, 0.85% hits;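 active = inhibition or corrected inhibition above about 18%, plus a signal ratio from 0.5 to 1.5, limit read from the data, passing the limit was not always enough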; note: strong numbers were not always called active
SUMO1-SIM PPI: SUMO1-SIM interaction modulation. AID 602429. inhibition, % at 20 µM. SUMO1 binding to a labelled peptide, TR-FRET, 1 h. 360,000 compounds, 0.33% hits; in the data active = inhibition above about 37%
Target sequence (P63165 whole entry, looked up): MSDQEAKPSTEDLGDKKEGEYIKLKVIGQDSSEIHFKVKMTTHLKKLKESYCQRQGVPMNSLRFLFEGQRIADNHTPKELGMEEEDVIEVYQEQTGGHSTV
Numbers without * were called inactive; / = not tested or not shown.

SMILES | TbMetRS inhib | bovine MsrA act | STEP inh | Scp1 inh | LMPTP inh | eLon inh | MsrA inh | DNMT1 inh | NRP1-CendR mod | SUMO1-SIM PPI
Cc1ccc2nc(Cl)c(CN(C(=O)c3cnccn3)C3CCCCC3)cc2c1 | -0.5 | 0 | -1 | -4 | 0.3 | -5 | -0.8 | -3 | -5 | -1
COc1ccc(/C=C2\SC(=O)N(CC(=O)NC3CCS(=O)(=O)C3)C2=O)cc1 (centres undefined) | -0.9 | -12 | -1 | 0 | 0.6 | 6 | 1.3 | 0 | -11 | -22
CCOc1ccc(C(C(=O)NC(C)(C)C)N(CCOC)C(=O)CCC(=O)Nc2nccs2)cc1 (centres undefined) | -0.6 | 4 | 2 | 1 | 0.0 | -3 | 0.9 | -1 | -8 | 11
CCOCN(C(=O)Cn1c(C(C)O)nc2ccccc21)c1c(C)cccc1CC (centres undefined) | -0.7 | 3 | 1 | 3 | 1.3 | -5 | 1.6 | -2 | 4 | 2
Cc1ccc(NC(=O)c2cc(CC(C)C)nc3ccccc23)cc1 | -0.1 | -1 | 2 | 3 | 0.4 | -16 | -0.1 | 2 | 3 | 2
COC(=O)CNC(=O)COC(=O)/C=C/c1ccc(F)cc1 | -1.2 | -13 | -2 | 0 | -0.8 | 2 | -1.5 | -4 | 5 | -5
CC1(C)Cc2cccc(OCC(=O)N3CCN(c4ccc([N+](=O)[O-])cc4)CC3)c2O1 | -0.6 | -4 | -9 | -8 | 0.2 | -7 | 1.5 | -3 | 2 | -25
O=C(COC(=O)Cc1c(F)cccc1Cl)NNC(=O)c1ccccc1 | -0.2 | -1 | 2 | -2 | -0.4 | -10 | -1.3 | 4 | 13 | -1
O=C(NCCc1cccnc1)C1CCC(=O)N(Cc2ccc(Cl)cc2)C1 (centres undefined) | -0.3 | -2 | -4 | -7 | -1.1 | -4 | 0.5 | -2 | 0 | -1
CCCCNC(=O)CCn1c(=O)c2ccccc2n(Cc2ccccc2C)c1=O | -0.6 | -5 | 1 | 0 | -2.5 | -3 | 1.0 | 1 | 9 | 0
Cc1oc(/N=C/c2ccc3c(c2)OCO3)c(C#N)c1C | -0.7 | -1 | -2 | -2 | 0.5 | 4 | -1.2 | 0 | -2 | 1
COCCCNC(=O)C(C)N1c2cccc3cccc(c23)S1(=O)=O (centres undefined) | 0.7 | -1 | 1 | -7 | -0.3 | -9 | 2.0 | -3 | 6 | -10
COc1ccc(/C=C(\CC(=O)O)c2nc3ccccc3o2)cc1 | 0.7 | -5 | 6 | -4 | 0.1 | -6 | 5.9* | 1 | -5 | -11
O=C1COc2ccc(C(=O)COC(=O)c3nc(Cl)ccc3Cl)cc2N1 | -0.5 | -4 | 0 | 4 | 1.5 | -2 | 1.3 | 0 | 2 | 1
Cc1cccc(N2CCN(C(=O)c3cccn4c(=O)c5c(C)c(C)sc5nc34)CC2)c1C | -0.4 | -13 | 0 | -2 | 0.4 | -6 | -0.3 | 30 | 7 | -4
CC(C)OC(=O)COc1cc(O)c2c(=O)cc(-c3ccccc3)oc2c1 | 0.0 | -2 | 6 | 6 | 27 | -3 | 0.7 | 18 | -9 | 17
CSc1ccc(C(=O)C2CCCN(C(=O)CCc3c(C)nn(C)c3C)C2)cc1 (centres undefined) | -0.6 | -4 | -1 | 4 | -0.4 | -6 | 0.9 | 2 | 10 | 4
COc1ccc(CCN2CCCn3c2nc2c3c(=O)n(CC(C)C)c(=O)n2C)cc1OC | -0.8 | -2 | -2 | 5 | -0.3 | 5 | 0.1 | 0 | -2 | 0
CN(C(=O)CSc1ncnc2scc(-c3ccccc3)c12)C1CCS(=O)(=O)C1 (centres undefined) | -0.4 | -1 | 0 | -8 | 0.3 | 2 | 0.8 | -1 | -12 | 2
Cc1cccc(/C(N)=N/OC(=O)COc2ccc(Cl)cc2)c1 | -0.8 | -12 | 0 | -1 | 0.2 | -2 | 0.1 | 30 | 1 | 2
NC(=O)c1ccc(NC(=O)COC(=O)C2CC(=O)N(Cc3ccccc3)C2)cc1 (centres undefined) | 0.2 | -4 | -6 | -7 | -0.8 | 0 | -1.0 | 2 | 10 | -1
Cc1cccc2sc(NC(=O)CSCc3ccccc3)nc12 | -0.4 | 4 | 2 | 9 | 2.9 | 0 | 0.2 | -9 | -11 | 0
Cc1nn(C)c(C)c1C1Nc2ccccc2C(=O)N1O (centres undefined) | -0.1 | -2 | -2 | -3 | -2.5 | -15 | -0.8 | 0 | 14 | 3
O=C(CSC1=Nc2ccccc2C2CC=NN12)NCc1ccco1 (centres undefined) | -0.1 | -1 | 1 | -7 | 1.8 | 2 | -1.0 | 1 | -11 | 0
CC(C)(C)NC(=O)CSc1nc(N)cc(=O)[nH]1 | -0.7 | -4 | 1 | -1 | -0.1 | 13 | -1.0 | -6 | -10 | 2
CCOc1ccccc1N1CC(C(=O)Nc2cc(S(C)(=O)=O)ccc2Cl)CC1=O (centres undefined) | -0.5 | -2 | -1 | -6 | -1.8 | 1 | 0.7 | 1 | -3 | 2
NC(=O)COC(=O)c1ccccc1OCc1ccccc1 | -0.6 | -5 | -2 | 0 | -1.3 | -9 | 0.6 | 0 | -2 | -1
CCOC(=O)c1ccc2ncc(C(=O)OCC)c(NCCN(C)C)c2c1 | 0.5 | -1 | -4 | -10 | -1.7 | 22* | 0.2 | 9 | 60* | -4
COc1ccc(Cl)cc1NC(=O)CSc1nnc(Cc2cccn2C)n1-c1ccc(F)cc1 | 0.9 | -3 | 0 | 4 | 0.1 | 5 | -0.6 | -2 | 1 | 4
COc1cc(CN2C(=O)C(C)ON=C2c2ccccc2F)cc(OC)c1 (centres undefined) | -0.2 | -1 | 4 | / | 0.1 | -3 | -1.3 | -3 | -4 | -2
O=C(CN1CCOCC1)Nc1ncccn1 | -0.6 | -1 | -2 | -5 | -1.4 | -14 | -1.0 | -2 | -22 | -3
CCN(CC)S(=O)(=O)c1cc(NS(=O)(=O)c2ccccc2)ccc1C | -0.7 | -8 | 0 | -2 | 1.9 | 15 | 0.9 | 75* | 2 | 1
COc1ccccc1-n1cnnc1SCC(=O)NCC1CCCO1 (centres undefined) | -1.2 | -6 | 0 | -2 | -0.9 | -1 | 0.8 | 2 | 21 | -4
CC(C)c1ccccc1NC(=O)CC1(CC(=O)O)CCCC1 | -0.4 | -2 | 1 | 3 | -1.5 | 13 | -0.6 | 0 | 5 | -3
COc1ccc(NC(=O)C2CCN(S(=O)(=O)c3c(C)nn(C)c3C)CC2)cc1 | 0.1 | -3 | 1 | -10 | -1.9 | 3 | -0.8 | -2 | 0 | 3
c1ccc(-c2nc3nonc3c3nc4ccccc4n23)cc1 | 0.0 | -2 | 1 | -8 | 39 | 7 | -0.3 | 15 | 3 | -9
CN(Cc1cccc(F)c1)C(=O)C1CC(=O)N(c2ccc3c(c2)OCCO3)C1 (centres undefined) | -0.2 | 7 | 4 | 4 | -0.5 | 1 | 2.3 | 3 | -3 | 2
CCc1ccc(NC(=O)C(C)OC(=O)Cn2[nH]c(=O)c3ccccc3c2=O)cc1 (centres undefined) | -0.1 | -4 | 2 | / | -0.3 | -9 | 0.5 | 1 | -12 | 3
COc1cccc(-c2cc(C(=O)Nc3ccc4c(c3)OCO4)no2)c1 | -0.8 | -7 | 0 | -1 | 0.0 | 2 | -0.5 | 1 | -6 | 3
Cc1nc2ccccc2nc1OCC(=O)NCC(F)(F)F | -0.2 | 0 | -4 | -4 | -0.5 | -7 | 1.0 | 4 | 2 | -2
COc1ccc(OC)c(C2/C(=C(/O)c3ccc(C)cc3)C(=O)C(=O)N2Cc2ccco2)c1 (centres undefined) | -0.4 | -3 | 0 | -8 | 5.1 | 2 | 1.6 | -2 | -2 | -5
COc1ccccc1CNC(=O)c1cc(S(=O)(=O)N2CCOCC2)cn1C | -0.6 | -2 | 1 | -4 | -0.2 | -3 | 0.4 | 7 | -8 | -2
Cc1cccn2c(=O)c(/C=C(\C#N)C(=O)NCc3ccco3)c(N3CCCCCC3)nc12 | -0.5 | -2 | 0 | -11 | 2.7 | -10 | 3.2 | -1 | -19 | -7
COc1ccc(C(NC(=O)C2CCN(CCOc3ccc(F)cc3)CC2)c2cccs2)cc1 (centres undefined) | -0.1 | 0 | 0 | / | -0.6 | -3 | 0.1 | -2 | -20 | -1
COC(=O)C1=C[C@@H](C(=O)OC)[C@@H]2C3=C(C(=O)C2(C)C)[C@H](c2ccccc2)[C@@H]2C(=O)N(C)C(=O)[C@@H]2[C@@H]3C1 | -0.2 | -1 | -3 | -8 | -1.7 | 0 | 0.6 | -3 | 7 | -7
CC1CCCN(C(=O)C(Cc2ccccc2)n2cccc2)C1 (centres undefined) | -0.6 | -3 | -4 | 2 | 0.3 | -7 | 0.9 | -1 | -5 | 1
CCOc1ccc(NC(=O)CN(C)C(=O)C2CCCC2)cc1OCC | -0.7 | 2 | 0 | -3 | -0.1 | 2 | -0.6 | 6 | 9 | -4
CN1CCN(/N=C/c2nc(-c3ccc(Cl)cc3)n3ccccc23)CC1 | 0.0 | -5 | -1 | 0 | -0.2 | -2 | 3.0 | 0 | -7 | -18
CCCCc1cc(=O)oc2c(C)c(OCC(=O)NCC3CCC(C(=O)O)CC3)ccc12 (centres undefined) | -0.9 | -3 | -1 | 20 | -1.3 | -9 | 1.7 | -3 | -1 | 14

3 of these compounds, reformatted:
molecule: CCOc1ccc(NC(=O)CN(C)C(=O)C2CCCC2)cc1OCC
  TbMetRS inhib = -0.7; bovine MsrA act = 2; STEP inh = 0; Scp1 inh = -3; LMPTP inh = -0.1; eLon inh = 2; MsrA inh = -0.6; DNMT1 inh = 6; NRP1-CendR mod = 9; SUMO1-SIM PPI = -4

molecule: CC1CCCN(C(=O)C(Cc2ccccc2)n2cccc2)C1 (centres undefined)
  TbMetRS inhib = -0.6; bovine MsrA act = -3; STEP inh = -4; Scp1 inh = 2; LMPTP inh = 0.3; eLon inh = -7; MsrA inh = 0.9; DNMT1 inh = -1; NRP1-CendR mod = -5; SUMO1-SIM PPI = 1

molecule: CN1CCN(/N=C/c2nc(-c3ccc(Cl)cc3)n3ccccc23)CC1
  TbMetRS inhib = 0.0; bovine MsrA act = -5; STEP inh = -1; Scp1 inh = 0; LMPTP inh = -0.2; eLon inh = -2; MsrA inh = 3.0; DNMT1 inh = 0; NRP1-CendR mod = -7; SUMO1-SIM PPI = -18
